Assay outcomes (PubChem)
Rin1-Abl PPI inh: inhibitors of human Rin1-Abl protein interaction; P00519+Q13671; TR-FRET Rin1/Abl binding, biochemical; inhibition, % at 7.35 µM; 0.4% of 360,000 active; AID 588664; in the data active = inhibition above about 5%, passing the limit was not always enough
Neddylation inh: blocks human cullin neddylation | 0.58% of 360,000 active | calls only at 25 µM | P61081+Q13564 | AID 651699 | TR-FRET cullin neddylation, biochemical; in the data active = inhibition above about 36%
Target sequence (P61081 whole entry, looked up): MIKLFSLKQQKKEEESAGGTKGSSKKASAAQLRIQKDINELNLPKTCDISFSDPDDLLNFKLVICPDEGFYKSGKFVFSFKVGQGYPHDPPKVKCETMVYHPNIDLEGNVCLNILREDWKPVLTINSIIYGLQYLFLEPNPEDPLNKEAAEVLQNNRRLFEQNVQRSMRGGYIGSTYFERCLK
Target sequence (Q13564 whole entry, looked up): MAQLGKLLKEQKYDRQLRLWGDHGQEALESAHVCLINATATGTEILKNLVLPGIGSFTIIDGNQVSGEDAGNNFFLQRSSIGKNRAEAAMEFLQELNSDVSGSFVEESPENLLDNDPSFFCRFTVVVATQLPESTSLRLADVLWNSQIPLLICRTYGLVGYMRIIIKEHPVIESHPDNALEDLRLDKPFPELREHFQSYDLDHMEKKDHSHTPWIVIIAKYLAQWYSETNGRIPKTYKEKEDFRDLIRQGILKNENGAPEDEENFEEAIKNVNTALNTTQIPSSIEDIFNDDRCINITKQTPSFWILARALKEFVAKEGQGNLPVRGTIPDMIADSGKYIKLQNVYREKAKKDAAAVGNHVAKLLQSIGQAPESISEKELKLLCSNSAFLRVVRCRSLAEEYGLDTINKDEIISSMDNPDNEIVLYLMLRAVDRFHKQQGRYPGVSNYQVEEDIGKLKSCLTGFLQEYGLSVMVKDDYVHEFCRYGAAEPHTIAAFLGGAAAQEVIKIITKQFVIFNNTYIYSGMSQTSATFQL
CSN deneddyl inh: inhibitors of human CSN-mediated cullin deneddylation | Q92905 | Purified CSN, SCF-Nedd8-OG deneddylation, fluorescence polarization | inhibition, % at 12.5 µM | 0.38% of 360,000 active;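 active = pattern-corrected inhibition above about 35%, with an unprinted fluorescence ratio check between 0.5 and 1.5, limit read from the data, passing the limit was not always enough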;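 also: 0% = enzyme with substrate and 100% = substrate without enzyme; some results filed as inactive read as strong as hits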
Target sequence (Q92905 whole entry, looked up, one chain of several): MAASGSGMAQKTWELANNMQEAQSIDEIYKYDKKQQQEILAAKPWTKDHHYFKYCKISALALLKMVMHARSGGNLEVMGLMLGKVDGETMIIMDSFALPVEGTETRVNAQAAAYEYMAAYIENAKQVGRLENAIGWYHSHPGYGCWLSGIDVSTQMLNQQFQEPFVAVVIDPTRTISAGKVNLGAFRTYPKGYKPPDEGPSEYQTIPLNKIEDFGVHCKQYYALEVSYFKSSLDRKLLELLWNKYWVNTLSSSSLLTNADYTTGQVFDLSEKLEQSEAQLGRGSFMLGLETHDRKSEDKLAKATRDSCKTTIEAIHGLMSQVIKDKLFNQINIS
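Test system: purified human Csn5 enzyme expressed in HEK293T cells. Amount: 0.24 nM enzyme. Reagent: SCFSkp2-Nedd8OG substrate at 10 nM final. Schedule: 90 min incubation of compound, enzyme and substrate at room temperature. Detection: fluorescence polarization. Read-out: % inhibition of substrate cleavage by Csn5.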
FAS-TE inh: inhibitors of human fatty acid synthase thioesterase domain; P49327; recombinant FAS-TE, OMFH fluorogenic substrate, fluorescence endpoint; inhibition, % at 15 µM; 0.67% of 360,000 active;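 active = compounds whose normalised, plate-corrected inhibition of enzyme fluorescence in the single-dose primary screen is 50% or more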;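 also: 0% = DMSO with enzyme and 100% = substrate without enzyme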
MsrA inhibitor: inhibits bovine methionine sulfoxide reductase A | purified bovine MsrA, absorbance read-out | inhibition, % at 15.5 µM | 0.75% of 360,000 active | AID 651718; in the data active = inhibition above about 4.5%;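 also: 0% = vehicle wells with enzyme and 100% = reference inhibitor wells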
PABP1 MLLE inh: inhibitors of microRNA-mediated deadenylation, human PABP1 MLLE binding; P11940; GST-MLLE / FITC-PAM2 fluorescence polarization; inhibition, % at 20 µM; 0.36% of 360,000 active; in the data active = inhibition above about 35%, passing the limit was not always enough;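 also: plate controls were DMSO wells with GST-MLLE for no effect and wells lacking GST-MLLE protein for full effect; some results filed as inactive read as strong as hits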
E coli Lon inh: inhibits E. coli Lon protease; P0A9M0; purified E. coli Lon protease, fluorescence polarization; inhibition, % at 7.94 µM; 0.42% of 360,000 active; in the data active = inhibition above about 13%, passing the limit was not always enough;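 also: 0% = enzyme with probe and DMSO and 100% = no enzyme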
bovine MsrA act: activators of bovine methionine sulfoxide reductase A; purified bovine MsrA, absorbance read-out; activation, % at 10.6 µM; 0.3% of 360,000 active; AID 602163; in the data active = activation above about 7.5%;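 also: 0% = vehicle and 100% = reference activator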
Tb MetRS inh: blocks T. brucei methionyl-tRNA synthetase activity; 0.4% of 360,000 active; AID 624268; purified T. brucei MetRS, ATP depletion, Kinase-Glo luminescence; inhibition, % at 11.9 µM;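 active = inhibition above a per-plate cutoff of the control wells' mean inhibition plus 3 SD, cut at about 5.5% in these data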;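 also: 0% = DMSO wells median and 100% = median of wells with control inhibitor compound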
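Assay system: T. brucei methionyl-tRNA synthetase, purified | Medium: HEPES buffer with MgCl2, KCl, DTT, spermine, BSA, pyrophosphatase | Compound: 11.9 µM single point | Incubation: 15 min enzyme-compound preincubation, 2 h reaction, 10 min detection, 25 °C | Measured by: Kinase-Glo luciferase luminescence reporting remaining unconsumed ATP | Measure: % inhibition normalized to control-well medians | Replication: Singlicate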
* marks the source's active call; other numbers are inactive results; i = inactive; x = not tested or not shown; & = joins results of further samples; ! = a repeat was not active.

SMILES | Rin1-Abl PPI inh | Neddylation inh | CSN deneddyl inh | FAS-TE inh | MsrA inhibitor | PABP1 MLLE inh | E coli Lon inh | bovine MsrA act | Tb MetRS inh
O=C(c1ccco1)N1CCN(C2CN(CCc3ccccc3)S(=O)(=O)C2)CC1 (configuration not stated) | 1 | i | -5 | -14 | -0.6 | 19 | -3 | -6 | 0.5
Oc1cccc(-c2sc3ccccc3c2-c2ccc(OCCN3CCCCC3)cc2)c1 | x | i | 4 | 16 | -0.6 | x | -6 | 4 | -0.1
CCOc1ccc(NC(=O)COC(=O)Cn2cnnn2)cc1OCC | 3 | i | 2 | -5 | x | -5 | -7 | -4 | 0.1
Cc1nc(SCC(=O)Nc2c(C)n(C)n(-c3ccccc3)c2=O)c(C#N)c(C)c1C | 2 | i | -10 | 4 | -0.5 | 0 | 1 | -2 | -0.2
CN(Cc1c(C(=O)N/N=C/c2c(F)cccc2Cl)nnn1-c1nonc1N)c1ccccc1 | 0 | i | 0 | 28 | -0.2 | -8 | -6 | -3 | 0.6
CCCn1c(C(C)Nc2nc(-c3ccc(C)cc3)cs2)nc2ccccc21 (configuration not stated) | 5 | i | -2 | -2 | -0.7 | -11 | 3 | -6 | -0.4
Cc1cccc(N2CCN(Cc3cnc(Cl)s3)CC2C)c1 (configuration not stated) | -2 | i | 2 | 9 | -0.5 | -1 | -15 | -1 | 0.2
CCOCCc1nnc(NC(=O)Cc2c(F)cccc2Cl)s1 | 1 | i | -11 | -6 | -0.7 | 0 | -8 | -2 | 0.0
OCCCCC#Cc1c(-c2ccsc2)sc2ccccc12 | -1 | i | -1 | 21 | -0.1 | -7 | 0 | -2 | -0.1
O=C(CNC(=O)c1cccc(N2C(=O)c3ccccc3C2=O)c1)Nc1ccc(F)c(F)c1 | 1 | i | -4 | -2 | 0.7 | 3 | -2 | -5 | -0.1
Cc1c(NC(=O)c2noc3c2CCc2ccccc2-3)c(=O)n(-c2ccccc2)n1C | -1 | i | 0 | -4 | 0.3 | 13 | -11 | -2 | 0.0
O=C(Nc1ncn[nH]1)c1ccc(Cl)c(S(=O)(=O)Nc2ccc(Cl)cc2)c1 | 1 | i | -15 | -18 | -0.1 | 5 | 14 | -7 | -0.6
COc1ccc(C(=O)C2CCCN(C(=O)COc3ccc(C(C)=O)cc3)C2)cc1F (configuration not stated) | -4 | i | -4 | 1 | -0.1 | 11 | 1 | -1 | -0.3
CCOc1ccc(N(CC(=O)NCC2CCCO2)S(=O)(=O)c2ccc(Cl)cc2)cc1 (configuration not stated) | -1 | i | -7 | 0 | -1.1 | 6 | 0 | -8 | -0.7
Cc1ccc2cc(NC(=O)CC(CC(=O)O)c3ccccc3)ccc2n1 (configuration not stated) | 8.6* | i | 3 | -6 | 0.8 | 8 | -7 | -2 | 0.4
CC(C)(C)c1ccc(C(=O)Nc2ccc(Cl)cc2)cc1 | 0 | i | -6 | -4 | 0.3 | 8 | -3 | -5 | -1.4
COc1cccc(N2CCN(C(=O)c3c(C)nn(-c4ccccc4)c3C)CC2)c1 | -1 | i | -10 | -2 | -0.6 | 11 | -6 | 0 | -0.1
C#CCSc1nnc(-c2ccc(OC)cc2)o1 | -1 | i | 4 | -10 | -0.5 | -4 | -11 | -9 | -2.3
CC(C)C(=O)NNc1nc2ccccc2s1 | 0 | i | 1 | -5 | 0.6 | 5 | 1 | -3 | 0.1
Cc1cc(C)cc(NC(=O)N2CCCC2C(=O)Nc2ccc(-n3cnnn3)c(C)c2)c1 (configuration not stated) | -1 | i | 0 | -2 | 0.7 | -9 | -6 | -3 | -1.1
COCCN(C(=O)COC(=O)C1COc2ccccc2O1)c1c(N)n(Cc2ccccc2)c(=O)[nH]c1=O (configuration not stated) | -1 | i | 2 | -5 | 0.3 | -10 | -11 | -6 | -0.5
COc1ccc(Cl)cc1S(=O)(=O)N(C)CC(=O)NCc1ccccn1 | 5 | i | 1 | -2 | -0.1 | 9 | 3 | -2 | 0.3
C/C(N)=C(/C#N)C(=O)COC(=O)C1Cc2ccccc2CN1S(C)(=O)=O (configuration not stated) | 2&-1 | i | 5&3 | -3&-4 | -1.0&0.8 | -7&-12 | 16*! | -11&-3 | -0.4&-0.2
NS(=O)(=O)c1ccc(N2N=C(c3ccccc3)CC2c2cccc(Br)c2)cc1 (configuration not stated) | -2 | x | -3 | 22 | 2.5 | 8 | 1 | -11 | 0.6
Cc1ccc(C(=O)NCc2nnc(SCC(=O)Nc3sc4c(c3C#N)CCCC4)n2C)cc1 | -2 | i | -4 | 7 | -0.2 | 3 | 6 | -4 | -0.6

2 compounds picked at random from those above:
SMILES | Rin1-Abl PPI inh | Neddylation inh | CSN deneddyl inh | FAS-TE inh | MsrA inhibitor | PABP1 MLLE inh | E coli Lon inh | bovine MsrA act | Tb MetRS inh
Cc1nc(SCC(=O)Nc2c(C)n(C)n(-c3ccccc3)c2=O)c(C#N)c(C)c1C | 2 | i | -10 | 4 | -0.5 | 0 | 1 | -2 | -0.2
Cc1c(NC(=O)c2noc3c2CCc2ccccc2-3)c(=O)n(-c2ccccc2)n1C | -1 | i | 0 | -4 | 0.3 | 13 | -11 | -2 | 0.0

(next part)
SMILES | Rin1-Abl PPI inh | Neddylation inh | CSN deneddyl inh | FAS-TE inh | MsrA inhibitor | PABP1 MLLE inh | E coli Lon inh | bovine MsrA act | Tb MetRS inh
CC(C)c1ccc2occ(-c3nn[nH]n3)c(=O)c2c1 | 0 | i | 3 | -4 | 0.6 | 16 | -1 | -5 | -0.2
NS(=O)(=O)c1ccc(C(=O)Nc2ccc(-c3nc4cccnc4s3)cc2)cc1 | -5 | x | 1 | -2 | 0.2 | -9 | -5 | -3 | 0.3
CCc1nccn1S(=O)(=O)c1cc(Br)ccc1OC | -2 | i | 2 | -10 | -0.6 | -3 | 2 | -4 | -0.2
COc1ccc(/C=N/NC(=O)c2c(C)nnn2-c2nonc2N)cc1OC | 0 | i | -2 | -4 | 0.0 | -10 | 1 | -3 | -0.3
COCCN(CC(=O)Nc1cccc(C)c1C)C(=O)c1cc(S(=O)(=O)N2CCCC2)ccc1C | 3 | i | 3 | 0 | 1.0 | -19 | -6 | 0 | 0.0
Cc1ccc(C(=O)Nc2cc(Cl)ccc2N2CCCCC2)s1 | -1 | i | -3 | 20 | -0.2 | -1 | 7 | -2 | -0.2
C=CCc1cccc2cc(C(=O)N3CCN(C(=O)c4ccco4)CC3)c(=O)oc12 | -7 | i | -5 | -3 | 1.0 | 11 | -9 | -3 | -0.1
NS(=O)(=O)c1ccc(NC(=O)CN2CCN(S(=O)(=O)c3ccc(F)cc3)CC2)cc1 | 2 | i | -2 | -3 | -1.8 | 2 | -4 | 7 | -0.1
O=C(NC1CCCC1)c1ccccc1-c1ccccc1 | -1 | i | -6 | -10 | -0.9 | -16 | -5 | -1 | -0.8
C#Cc1ccc(C(=O)Nc2ccc(N3CCC(C)CC3)c(C(N)=O)c2)cc1 | 2 | i | 0 | -4 | -0.4 | 0 | 9 | -3 | 0.0
Cc1ccc(-c2nc(CS(=O)CC(=O)NCc3ccccc3)c(C)o2)cc1 (configuration not stated) | -3 | i | 1 | -1 | -0.3 | 7 | -7 | -11 | -1.7
OC(CNCCc1ccc(Cl)cc1)COc1ccc2ccccc2c1 (configuration not stated) | 3 | i | -9 | 3 | 0.1 | -3 | -1 | -9 | -0.6
COc1ccc(-c2nc(CS(=O)CC(=O)NCCCN3CCOCC3)c(C)o2)cc1OC (configuration not stated) | 0 | i | -1 | -9 | -1.5 | 12 | 9 | -6 | -0.2
O=c1cc(O)nc(SCc2ccccc2)n1-c1ccc(F)cc1 | 0 | i | 7 | -6 | 0.2 | 11 | 3 | -2 | 0.2
Cc1nnc(NC(=O)c2sc3nc(-c4cccs4)cc(C(F)(F)F)c3c2N)s1 | 0 | i | 106* | -64 | 1.7 | -4 | -104 | -2 | -1.7
Nc1nc2c(ncn2[C@@H]2O[C@H](CNS(=O)(=O)N3CCc4ccccc4C3)[C@@H](O)[C@H]2O)c(=O)[nH]1 | 3 | i | 1 | -7 | -0.9 | 6 | -2 | -2 | -0.4
CC12CCC(C(=NO)C1=O)C2(C)C (configuration not stated) | 0 | i | 4 | -5 | 0.3 | -4 | -6 | -3 | -0.1
Cc1cc(NC(=O)c2ccc3c(c2)OCCO3)ccc1NC(=O)c1ccco1 | 2 | i | -1 | -3 | 0.2 | -10 | -9 | -4 | -2.5
CC(=O)n1cc([C@@H]2C=C(C(=O)N3CCOCC3)O[C@H](OCc3ccc(CO)cc3)C2)c2ccccc21 | 3 | i | -8 | -6 | 0.4 | -6 | -3 | -4 | -0.2
Cc1ccc(S(=O)(=O)N2C[C@@]3(O)Cn4c(=O)ccc(=O)n4C[C@@]3(OC(=O)NCc3ccccc3F)C2)cc1 | x | i | 2 | 0 | -0.3 | x | -2 | -2 | -0.1
O=C(COC(=O)CCN1C(=O)C2CC=CCC2C1=O)Nc1ccc(Cl)cc1F (configuration not stated) | 1 | i | -3 | -4 | 0.4 | 20 | -11 | -2 | -0.2
CC(=O)c1c(C)[nH]c(C(=O)N2CCN(C(=O)c3ccco3)CC2)c1C | -2 | i | 1 | -10 | 0.2 | 10 | -2 | -4 | -0.4
CCCC(C)NC(=O)c1cc(C(=O)OC)cc([N+](=O)[O-])c1 (configuration not stated) | -3 | i | -3 | 20 | 2.0 | -7 | 0 | -8 | 0.6
CCCCCCNC(=O)c1cccc(-c2ccc(C)c3ccccc23)n1 | 2 | i | 0 | 20 | 0.3 | 4 | -4 | -4 | -0.4
COc1ccc(-c2cn(CCCOCc3ccccc3)nn2)cc1 | 2 | i | 2 | -9 | -0.4 | 5 | -7 | -2 | -0.1
COc1ccc(CC(=O)Nc2cccc(-c3nnc(-c4cccc(C)c4)o3)c2)cc1OC | 0 | i | 2 | -3 | 0.7 | -8 | 3 | 4 | 0.3

3 compounds already listed, ordered by molar mass, falling:
SMILES | Rin1-Abl PPI inh | Neddylation inh | CSN deneddyl inh | FAS-TE inh | MsrA inhibitor | PABP1 MLLE inh | E coli Lon inh | bovine MsrA act | Tb MetRS inh
Cc1cc(NC(=O)c2ccc3c(c2)OCCO3)ccc1NC(=O)c1ccco1 | 2 | i | -1 | -3 | 0.2 | -10 | -9 | -4 | -2.5
O=c1cc(O)nc(SCc2ccccc2)n1-c1ccc(F)cc1 | 0 | i | 7 | -6 | 0.2 | 11 | 3 | -2 | 0.2
CCCC(C)NC(=O)c1cc(C(=O)OC)cc([N+](=O)[O-])c1 (configuration not stated) | -3 | i | -3 | 20 | 2.0 | -7 | 0 | -8 | 0.6

In another format: 4 of the compounds above
compound	Rin1-Abl PPI inh	Neddylation inh	CSN deneddyl inh	FAS-TE inh	MsrA inhibitor	PABP1 MLLE inh	E coli Lon inh	bovine MsrA act	Tb MetRS inh
O=C(CNC(=O)c1cccc(N2C(=O)c3ccccc3C2=O)c1)Nc1ccc(F)c(F)c1	1	i	-4	-2	0.7	3	-2	-5	-0.1
Cc1c(NC(=O)c2noc3c2CCc2ccccc2-3)c(=O)n(-c2ccccc2)n1C	-1	i	0	-4	0.3	13	-11	-2	0.0
O=C(Nc1ncn[nH]1)c1ccc(Cl)c(S(=O)(=O)Nc2ccc(Cl)cc2)c1	1	i	-15	-18	-0.1	5	14	-7	-0.6
COc1ccc(C(=O)C2CCCN(C(=O)COc3ccc(C(C)=O)cc3)C2)cc1F (configuration not stated)	-4	i	-4	1	-0.1	11	1	-1	-0.3

Outcome played no part in choosing rows. About 4% of those tested had a hit in this group.
